GSK3B inh: inhibitors of human GSK3beta kinase; P49841; GST-GSK3beta kinase, ADP-Glo luminescence, 60 min; active compounds read low; activity score (negative = inhibition), % at 10 µM; 300,000 tested, 0.038% active; AID 2097;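 active = more than half of replicate wells score below -50%, meaning over 50% inhibition versus plate controls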;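 note: 0% = median DMSO wells and -100% = median GW8510 positive control wells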
Target sequence (P49841 whole entry, looked up): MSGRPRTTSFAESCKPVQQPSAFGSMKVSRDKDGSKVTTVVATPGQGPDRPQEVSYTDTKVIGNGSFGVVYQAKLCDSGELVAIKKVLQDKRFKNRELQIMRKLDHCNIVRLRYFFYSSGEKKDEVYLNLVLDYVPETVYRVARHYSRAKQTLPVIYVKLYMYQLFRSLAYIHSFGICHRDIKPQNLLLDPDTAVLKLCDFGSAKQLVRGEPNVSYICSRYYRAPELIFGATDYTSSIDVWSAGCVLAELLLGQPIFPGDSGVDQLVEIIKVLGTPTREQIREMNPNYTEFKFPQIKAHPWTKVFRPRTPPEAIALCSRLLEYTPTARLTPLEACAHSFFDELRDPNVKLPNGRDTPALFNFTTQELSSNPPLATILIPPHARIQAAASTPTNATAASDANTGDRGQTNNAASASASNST
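Test system: GST-fused GSK3beta enzyme, cell-free | Quantity: 1.6 ng GST-GSK3beta enzyme per well | Reagent: 25 µM ATP with peptide substrate | Schedule: 60 min enzyme reaction, room temperature | Signal: Luminescent ADP-Glo measurement of ADP formed | Read-out basis: Score relative to plate controls | Control set: DMSO and 20 µM GW8510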
HDAC3 inhib: blocks human histone deacetylase 3; O15379; recombinant HDAC3, fluorogenic peptide/trypsin coupled, fluorescence; inhibition, % at 8.3 µM; 320,000 tested, 0.15% active; in the data active = inhibition above about 26%, passing the limit was not always enough
RGS4 act: RGS4 potentiation or activation; B-score at 10 µM; 310,000 tested, 0.92% active; HEK293 M3R/inducible RGS4, carbachol calcium flux Fluo4; active compounds read low; AID 463111;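 active = B-score of the integrated calcium signal more than 4 SD below the library mean, with starting fluorescence not abnormally high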;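 note: negative B-score means reduced calcium response which marks RGS4 activation or potentiation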
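Assay system: Inducible-RGS4 HEK293 cells carrying M3 receptor | Schedule: Compound preincubation 20 min at room temperature before agonist | Signal: Kinetic calcium fluorescence imaging with Fluo4-AM dye, 2 µM | Read-out basis: B score from integrated fluorescence ratio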
hERG rescue: hERG (human) protection from proarrhythmic block | CHO-hERG, FluxOR thallium flux, dofetilide IC70 present | activation (rescue from dofetilide block), less the hit threshold, % at 10 µM | 310,000 tested, 0.51% active | Q12809 | AID 1511;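 active = activation above the mean of controls blocked by dofetilide plus 5 SD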;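 note: thallium influx through hERG after potassium depolarization seen as dye fluorescence rise; in these data hits start at about 4.7%; inactives centre near -7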
KCNK9 block: inhibitors of human KCNK9 two-pore domain potassium channel | Q9NPC2 | HEK293 KCNK9, FluxOR thallium flux fluorescence; active compounds read low | B-score at 10 µM | 310,000 tested, 1.2% active;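 active = ratio B-score over 3 SD below the library mean, with starting fluorescence within 5 SD of its mean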;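 note: negative B-score means less thallium flux so channel inhibition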
Dyrk1A ADPGlo: Dyrk1A (rat) kinase inhibition; ADP-Glo luminescence, NFATc1 peptide; inhibition, % at 12.5 µM; 310,000 tested, 0.43% active; in the data active = inhibition above about 50%;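 note: plate controls were vehicle with enzyme for no effect and no enzyme for full effect; many of its hits are not listed in these tables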
GSK3 alpha inh: inhibitors of human GSK-3 alpha kinase | inhibition, % at 10 µM | 320,000 tested, 0.1% active | AID 2650 | P49840 | ADP-Glo luminescence, 60 min;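 in the data active = inhibition above about 50%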;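 note: GST-tagged GSK-3 alpha with peptide substrate and 25 µM ATP; 0% = DMSO neutral wells and 100% = GW8510 positive control wells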
Target sequence (P49840 whole entry, looked up): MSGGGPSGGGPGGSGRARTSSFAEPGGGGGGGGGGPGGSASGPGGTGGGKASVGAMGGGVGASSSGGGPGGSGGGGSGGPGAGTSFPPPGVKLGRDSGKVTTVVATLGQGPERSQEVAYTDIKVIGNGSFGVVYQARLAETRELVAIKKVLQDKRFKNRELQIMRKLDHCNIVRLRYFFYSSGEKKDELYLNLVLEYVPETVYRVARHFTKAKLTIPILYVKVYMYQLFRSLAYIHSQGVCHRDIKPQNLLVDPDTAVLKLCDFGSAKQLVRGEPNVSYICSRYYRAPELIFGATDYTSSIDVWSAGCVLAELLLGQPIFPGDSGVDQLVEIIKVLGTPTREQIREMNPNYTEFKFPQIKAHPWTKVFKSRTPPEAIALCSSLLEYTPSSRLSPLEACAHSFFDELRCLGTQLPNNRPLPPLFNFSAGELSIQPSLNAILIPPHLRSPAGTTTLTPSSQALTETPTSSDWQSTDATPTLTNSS
KCNK3 inh: human KCNK3 channel inhibition, primary screen; 340,000 tested, 0.84% active; B-score at 10 µM; O14649; AID 602410; CHO-KCNK3 thallium flux, FluxOR fluorescence; active compounds read low;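 active = B-score under library mean minus 4 SD, starting fluorescence ratio at most library mean plus 5 SD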;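 note: more negative B-score means stronger inhibition of thallium flux through KCNK3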
PolyA inhibitor: blocks polyadenylation in yeast reporter cells; S. cerevisiae SKY197-pL101 polyadenylation reporter, beta-gal luminescence; efflux-impaired pdr1/pdr3 knockout yeast; score 100 = 6 SD above DMSO; calls only at 12 µM; 300,000 tested, 0.02% active; AID 1875;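 active = lowest replicate activity score at least 50, where 100 means six control SD above control mean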;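 note: yeast exposed to compound for 9 h at 30 °C; higher score means more reporter readthrough which indicates perturbed polyadenylation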
KCNQ1 act: potentiators or activators of human KCNQ1 potassium channel; AID 2648; CHO-K1 KCNQ1, thallium flux FluxOR fluorescence; active compounds read high; 310,000 tested, 0.35% active; B-score at 10 µM; P51787;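 active = fluorescence ratio B-score, a plate-corrected score, at least three library SD, with initial intensity B-score within 5 SD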
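System: CHO-K1 cells stably expressing KCNQ1 / Medium: assay buffer for compound exposure, DMSO matched across wells / Reagent: thallium- and potassium-containing depolarizing buffer / Compound: one concentration, matched DMSO / Incubation: 20 min compound pretreatment at room temperature / Measured by: kinetic FluxOR fluorescence, 10 s baseline plus 110 s post-stimulus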
KCNQ1 inh: blocks the human KCNQ1 potassium channel; P51787; CHO-K1 KCNQ1, FluxOR thallium flux fluorescence; active compounds read high; B-score at 10 µM; 310,000 tested, 1.3% active; AID 2642;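 active = compounds whose thallium flux B-score, printed positive for inhibition, exceeds three library SD while starting fluorescence stays within three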;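 note: channel opened by potassium depolarization with thallium stimulus after 20 min compound exposure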
The depositor's hits bear a star; i = inactive; x = not tested or not shown.

SMILES | GSK3B inh | HDAC3 inhib | RGS4 act | hERG rescue | KCNK9 block | Dyrk1A ADPGlo | GSK3 alpha inh | KCNK3 inh | PolyA inhibitor | KCNQ1 act | KCNQ1 inh
COc1cc(-c2nc(-c3ccccn3)no2)cc(OC)c1OC | -1 | -9 | i | -1 | i | -1 | 1 | i | i | i | i
Cc1ccc(-n2nc3c(c2NC(=O)/C=C\c2ccc4c(c2)OCO4)CSC3)cc1 | 1 | -1 | i | -5 | i | -6 | -3 | i | i | i | i
Cc1cc(C)c(C)c(S(=O)(=O)N2CCN(C(=O)C3CCC3)CC2)c1C | 2 | 3 | i | -10 | i | 9 | 2 | i | i | i | i
COc1cc(NC(=O)c2cccs2)c(OC)cc1NC(=O)CCn1nnc2ccccc21 | -1 | 8 | i | -2 | i | -1 | 4 | i | i | i | i
CCOC(=O)C1CCCN(C2CC(=O)N(c3ccc(C)cc3)C2=O)C1 (stereo unspecified) | -1 | -6 | i | -3 | i | -2 | -2 | i | i | i | i
CCn1ncc(C2=NOC(C(=O)Nc3cc(OC)c(Cl)cc3OC)C2)c1C (stereo unspecified) | 2 | 2 | i | -8 | i | -6 | -2 | i | i | i | i
O=C(Nc1ncccn1)c1ccc([N+](=O)[O-])o1 | 1 | -4 | i | -11 | i | 0 | 1 | i | i | i | i
CCOC(=O)c1nn(-c2ccccc2)c(=O)cc1OCC(=O)Nc1ccccc1OCC | 1 | 8 | i | -7 | i | -3 | 0 | i | i | i | i
CC(=O)N/C(=C\c1ccc(C)cc1)C(=O)O | 1 | -6 | i | -5 | i | -62 | -1 | i | i | i | i
O=C(NCc1ccccn1)C(=O)N/N=C/c1ccccc1O | -2 | -7 | i | -13 | i | -11 | -1 | i | i | i | i
CC(=O)c1cn(CC(=O)NCc2cccnc2)c2ccccc12 | -2 | -6 | i | 0 | i | -2 | 0 | i | i | i | i
Cc1ccc2c(CC(=O)NC3=NCCS3)coc2c1 | x | -3 | i | -6 | i | 15 | 0 | i | i | i | i
COCCOC(=O)c1c(NC(=O)CNCc2ccco2)sc(C(N)=O)c1C | -2 | -9 | i | -16 | i | -7 | 3 | i | i | i | i
Nc1ncc([N+](=O)[O-])cc1Br | 1 | 10 | i | -4 | i | 0 | -1 | i | i | i | i
CC(=O)c1ccc(OCC(O)CN2CCOCC2)cc1 (stereo unspecified) | 2 | -3 | i | -5 | i | 2 | 2 | i | i | i | i
COc1ccc(/C=C(\CC(=O)O)c2nc3ccccc3s2)cc1O | 3 | 2 | i | -14 | i | 10 | -4 | i | i | i | i
COC(=O)c1ccc(N2CCN(CCNC(=O)Nc3ccc(OC)cc3)CC2)cc1 | x | -6 | i | -1 | i | 12 | 1 | i | i | i | i
CC(=O)NC1=NN(C(C)=O)C(C)(CC(=O)OC(C)(C)C)S1 (stereo unspecified) | 0 | 9 | i | -3 | i | 3 | -1 | i | i | i | i
O=C(CCC(=O)OCC(=O)c1ccc(Br)cc1)Nc1cccc2cccnc12 | 3 | -1 | i | -11 | i | x | 0 | i | i | i | i
CCOC(=O)c1[nH]c2ccc(OC)cc2c1NC(=O)c1ccc(OC)c(OC)c1 | -3 | 13 | i | -8 | i | -3 | 1 | i | i | i | i
Nc1nc(SCC(=O)NCC2CCCO2)n[nH]1 (stereo unspecified) | -1 | 4 | i | -10 | i | 2 | 2 | i | i | i | i
O=C(NCc1ccccc1C(F)(F)F)C1CC(c2cc(C(F)(F)F)cc(C(F)(F)F)c2)=NO1 (stereo unspecified) | 1 | 9 | i | -6 | i | -2 | 1 | i | i | i | 6*
CCCC1(CCC)NC(=O)N(CC(=O)N2CCN(C(=O)c3ccco3)CC2)C1=O | -3 | -3 | i | -8 | i | -2 | -1 | i | i | i | i
Cc1cccc(Nc2nc(N3CCOCC3)nc(N3CCOCC3)n2)c1 | 2 | 4 | i | -7 | i | 10 | -1 | i | i | i | i
O=C1/C(=C/c2ccncc2)SC(=S)N1C1CCCCC1 | 0 | -3 | i | -9 | i | 4 | 0 | i | i | i | i
O=C(O)c1cc(-c2c[nH]c3ccccc23)nc2ccc3ccccc3c12 | -1 | -55 | i | 1 | i | 2 | -3 | i | i | i | i
Cc1cccc(NC(=O)CSc2nc3[nH]ncc3c(=O)n2-c2ccccc2)c1 | -3 | 4 | i | -11 | i | x | 2 | x | i | i | i
COC(C(=O)NNS(=O)(=O)c1ccccc1[N+](=O)[O-])c1ccccc1 (stereo unspecified) | -1 | x | i | -7 | i | 2 | x | i | i | i | i
O=C(CSc1nnc(NC(=O)c2ccco2)s1)Nc1ccccc1 | 0 | 7 | i | -8 | i | -1 | -1 | i | i | i | i
COCCSc1nnc(NC(=O)Cc2ccc(OC)cc2)s1 | 4 | 6 | i | -14 | i | 4 | 0 | i | i | i | i

10 compounds out of the list, sorted by count of non-hydrogen atoms, lowest first:
SMILES | GSK3B inh | HDAC3 inhib | RGS4 act | hERG rescue | KCNK9 block | Dyrk1A ADPGlo | GSK3 alpha inh | KCNK3 inh | PolyA inhibitor | KCNQ1 act | KCNQ1 inh
Nc1nc(SCC(=O)NCC2CCCO2)n[nH]1 (stereo unspecified) | -1 | 4 | i | -10 | i | 2 | 2 | i | i | i | i
O=C1/C(=C/c2ccncc2)SC(=S)N1C1CCCCC1 | 0 | -3 | i | -9 | i | 4 | 0 | i | i | i | i
CC(=O)NC1=NN(C(C)=O)C(C)(CC(=O)OC(C)(C)C)S1 (stereo unspecified) | 0 | 9 | i | -3 | i | 3 | -1 | i | i | i | i
COCCSc1nnc(NC(=O)Cc2ccc(OC)cc2)s1 | 4 | 6 | i | -14 | i | 4 | 0 | i | i | i | i
O=C(CSc1nnc(NC(=O)c2ccco2)s1)Nc1ccccc1 | 0 | 7 | i | -8 | i | -1 | -1 | i | i | i | i
COC(C(=O)NNS(=O)(=O)c1ccccc1[N+](=O)[O-])c1ccccc1 (stereo unspecified) | -1 | x | i | -7 | i | 2 | x | i | i | i | i
Cc1cccc(Nc2nc(N3CCOCC3)nc(N3CCOCC3)n2)c1 | 2 | 4 | i | -7 | i | 10 | -1 | i | i | i | i
Cc1cccc(NC(=O)CSc2nc3[nH]ncc3c(=O)n2-c2ccccc2)c1 | -3 | 4 | i | -11 | i | x | 2 | x | i | i | i
CCCC1(CCC)NC(=O)N(CC(=O)N2CCN(C(=O)c3ccco3)CC2)C1=O | -3 | -3 | i | -8 | i | -2 | -1 | i | i | i | i
O=C(NCc1ccccc1C(F)(F)F)C1CC(c2cc(C(F)(F)F)cc(C(F)(F)F)c2)=NO1 (stereo unspecified) | 1 | 9 | i | -6 | i | -2 | 1 | i | i | i | 6*

Later entries.
SMILES | GSK3B inh | HDAC3 inhib | RGS4 act | hERG rescue | KCNK9 block | Dyrk1A ADPGlo | GSK3 alpha inh | KCNK3 inh | PolyA inhibitor | KCNQ1 act | KCNQ1 inh
c1ccc(N2CCN(C3CCSC3)CC2)cc1 (stereo unspecified) | 0 | 1 | i | 0 | i | 9 | 0 | i | i | i | i
COc1ccc(-c2nc3cccc(C)n3c2NCC2CCCO2)cc1O (stereo unspecified) | -2 | -25 | i | -26 | i | 8 | 0 | i | i | i | i
CCOc1ccc(S(=O)(=O)Nc2cccc(C(=O)N3CC(C)OC(C)C3)c2)cc1 (stereo unspecified) | 0 | -3 | i | -12 | i | -5 | 0 | i | i | i | i
O=S(=O)(Cc1ccccc1)N1CCN(C/C=C/c2ccccc2)CC1 | 1 | 1 | i | -14 | i | -7 | 2 | i | i | i | i
CCCC(=O)N(CCN1CCOCC1)c1nc2ccc(OCC)cc2s1 | -2 | 5 | i | -11 | i | x | 0 | i | i | i | i
CCCN(CC(=O)Nc1ccccc1Br)CC(=O)Nc1ccc(F)c(F)c1F | 2 | 3 | i | -8 | -7* | -1 | 2 | i | i | i | i
COc1ccccc1CNC(=O)c1cnn2c(C(F)F)cc(C)nc12 | 2 | 0 | i | -2 | i | 12 | -1 | i | i | i | i
COc1ccsc1NC(=O)OCc1ccc(Cl)cc1 | -2 | 8 | i | -7 | i | -4 | -2 | i | i | i | i
O=C(NN1C(=O)C2C(C1=O)C1C=CC2C12CC2)c1ccncc1 (stereo unspecified) | 2 | 0 | i | -10 | i | 1 | -1 | i | i | i | i
COC(=O)CSc1nc2sc3c(c2c(=O)n1-c1ccc(OC)cc1)CCN(C)C3 | 3 | x | i | -8 | i | 9 | x | i | i | i | i
CC(OC(=O)c1cc[n+]([O-])cc1)C(=O)NCc1ccccc1 (stereo unspecified) | 1 | 1 | i | -10 | i | 4 | 1 | i | i | i | i
Cc1ccc([N+](=O)[O-])cc1NC(=O)CNC1CCCCC1 | -3 | -1 | i | 0 | i | 0 | x | i | i | i | i
CC(C)c1ccc(/C=N/n2cnnc2)cc1 | -1 | -8 | i | -10 | i | 0 | -3 | i | i | i | i
CCS(=O)(=O)N1CCCC(C(=O)NC2CCCC2)C1 (stereo unspecified) | 0 | -3 | i | -3 | i | -11 | -2 | i | i | i | i
Cc1cccc(CCNC(=O)c2cc(=O)[nH]c3ccc(Br)cc23)c1 | -24 | 16 | i | -3 | i | x | -2 | x | i | i | i
COCCNC(=O)C1CC(c2cccc(F)c2)=NO1 (stereo unspecified) | 1 | -7 | i | -6 | i | 3 | 0 | i | i | i | i
O=S(=O)(Nc1c(F)cccc1F)c1ccc2c(c1)OCCO2 | 0 | -5 | i | -4 | i | -5 | 0 | i | x | i | i
CCn1cc(CN2CCC(C(=O)Nc3cccc(-c4cscn4)c3)CC2)cn1 | -1 | -2 | i | -2 | i | 1 | -1 | i | i | i | i
O=C(NCc1cccs1)C(Cc1ccccc1)NS(=O)(=O)c1cccs1 (stereo unspecified) | 2 | 1 | i | 1 | i | -1 | -1 | i | i | i | i
O=C(Nc1ccc(N2CCOCC2)cc1N1CCOCC1)c1cccs1 | 0 | 0 | i | -12 | i | 1 | -1 | i | i | i | i

Some of the compounds tested, so the mix of outcomes need not match the whole.
